# MPTP block = mitochondrial permeability transition pore inhibitors, primary screen, biochemical, isolated mouse mitochondria, absorbance; Ca2+ swelling absorbance, 30 min; inhibition, % at 10 µM; AID 602449, 2012; hit rate 1.4% among 360,000;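 active = inhibition of 50% or more, scaled per plate between neutral and stimulator controls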;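 note: 0% = DMSO wells given calcium and 100% = 1 mM EGTA wells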
# SENP8 inh = human SENP8 protease inhibitors, primary screen, biochemical, fluorescence, Nedd8 protein substrate, uHTS | recombinant SENP8 | inhibition, % at 20 µM | hit rate 0.64% among 360,000; in the data active = inhibition mostly above about 40%, no sharp cut-off; inactive = mostly below about 27%
# Target sequence (Q96LD8 whole entry, looked up): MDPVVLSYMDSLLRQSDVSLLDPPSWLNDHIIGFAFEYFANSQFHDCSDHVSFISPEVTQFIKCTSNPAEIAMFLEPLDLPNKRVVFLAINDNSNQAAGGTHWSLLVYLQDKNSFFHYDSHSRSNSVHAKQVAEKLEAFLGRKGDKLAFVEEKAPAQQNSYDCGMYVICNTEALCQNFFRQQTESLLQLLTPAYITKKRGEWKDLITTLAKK
# PfGluPho inh = PfG6PD enzyme inhibitors, primary screen, biochemical, fluorescence intensity, uHTS. glucose-6-phosphate dehydrogenase-6-phosphogluconolactonase (Plasmodium falciparum 3D7). inhibition, % at 20 µM. hit rate 0.78% among 350,000. PfGluPho enzyme, NADPH resazurin-diaphorase fluorescence;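 active = inhibition reaching at least a set limit at 20 µM in the primary screen, cut at about 59% in these data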;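 note: 0% = DMSO wells with substrate and 100% = DMSO wells lacking glucose-6-phosphate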
# ATG4B inhibitor = ATG4B protease inhibitors, primary screen, biochemical, fluorescence, uHTS; Cysteine protease ATG4B (Homo sapiens), Q9Y4P1; ATG4B cleavage of LC3-PLA2, NBD-HPC fluorescence, 1 h; inhibition, % at 8.33 µM; hit rate 0.51% among 340,000; in the data active = inhibition above about 40%
# SENP7 inh = SENP7 protease inhibitors, primary screen, biochemical, luminescence, uHTS. AID 434973, 2010. Sentrin-specific protease 7 (Homo sapiens), Q9BQF6. inhibition, % at 5 µM. recombinant SENP7, Z-RLRGG-aminoluciferin luminescence, 40 min. hit rate 1.5% among 330,000;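 active = inhibition above about 50% at the single test dose, limit read from the data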;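 note: plate controls were DMSO with enzyme for no effect and no enzyme buffer wells for full effect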
# Target sequence (Q9BQF6 706-1050 limits assumed): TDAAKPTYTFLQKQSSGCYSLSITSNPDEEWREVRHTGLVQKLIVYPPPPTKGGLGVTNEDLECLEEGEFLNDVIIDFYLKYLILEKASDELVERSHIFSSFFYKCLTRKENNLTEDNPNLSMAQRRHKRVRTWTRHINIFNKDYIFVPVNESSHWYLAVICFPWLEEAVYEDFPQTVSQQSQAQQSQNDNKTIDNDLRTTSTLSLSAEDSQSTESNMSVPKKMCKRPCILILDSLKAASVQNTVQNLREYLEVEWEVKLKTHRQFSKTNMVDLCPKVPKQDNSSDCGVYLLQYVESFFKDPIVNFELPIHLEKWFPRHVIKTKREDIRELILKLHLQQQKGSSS
# SENP6 inh = SENP6 protease inhibitors, primary screen, biochemical, luminescence, uHTS; Sentrin-specific protease 6 (Homo sapiens), Q9GZR1; Recombinant SENP6 catalytic domain, aminoluciferin luminescence; inhibition, % at 10 µM; hit rate 1.8% among 330,000; AID 2599, 2010;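 active = inhibition above about 50% at the single tested dose, limit read from the data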;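 note: plate controls were DMSO wells with enzyme for no effect and DMSO wells lacking enzyme for full effect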
# Target sequence (Q9GZR1 628-1112 limits assumed): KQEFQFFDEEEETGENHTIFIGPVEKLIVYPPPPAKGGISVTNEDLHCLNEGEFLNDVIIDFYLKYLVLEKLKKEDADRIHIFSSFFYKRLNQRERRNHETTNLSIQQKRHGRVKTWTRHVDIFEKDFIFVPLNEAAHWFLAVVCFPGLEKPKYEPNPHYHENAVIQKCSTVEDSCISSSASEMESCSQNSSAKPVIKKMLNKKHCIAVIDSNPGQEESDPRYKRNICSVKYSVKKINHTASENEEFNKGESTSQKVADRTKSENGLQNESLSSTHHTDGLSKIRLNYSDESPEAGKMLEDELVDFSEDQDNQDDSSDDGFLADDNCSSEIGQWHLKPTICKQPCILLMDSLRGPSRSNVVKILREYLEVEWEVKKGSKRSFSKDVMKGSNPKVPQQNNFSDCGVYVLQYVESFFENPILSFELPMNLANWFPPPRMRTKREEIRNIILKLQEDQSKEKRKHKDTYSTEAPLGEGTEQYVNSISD
# GRIN3A LBD mod = binders of NR3A ligand-binding domain, primary screen, biophysical, differential scanning fluorimetry, uHTS; hit rate 2.5% among 340,000; NR3A LBD differential scanning fluorimetry, Tm shift; 0% = protein alone, 100% = glycine-bound protein; Tm shift relative to glycine control, % at 25 µM; Glutamate receptor ionotropic, NMDA 3A (GRIN3A) ligand-binding domain;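 active = melting temperature shift of at least 10% of the positive control shift, at one fixed dose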
# HKDC1 inhibitor = HKDC1 hexokinase inhibitors, primary screen, biochemical, fluorescence, uHTS | hit rate 0.16% among 340,000 | AID 493160, 2011 | inhibition, % at 20 µM | recombinant HKDC1, G6PDH/diaphorase resazurin coupled fluorescence;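 active = inhibition above about 35% when tested at 20 µM, limit read from the data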;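 note: plate controls were DMSO wells with enzyme for no effect and DMSO wells lacking enzyme for full effect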
#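 Assay system – recombinant HKDC1 (HK5) hexokinase enzyme, produced in-house · Input – HKDC1 at 5 µg/mL · Reagent – glucose plus 1 mM ATP as hexokinase substrates · Timing – 90 min reaction incubation at room temperature, dark · Measured by – G6PDH/diaphorase-coupled fluorescence, 1 mM NADP, 100 µM resazurin, 525/613 nm · Benchmarks – DMSO-enzyme wells negative, buffer-substituted wells positive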
# * marks the source's active call; other numbers are inactive results; i = inactive; nt = not tested or not shown; & = joins results of further samples.
# Below each compound: MPTP block, SENP8 inh, PfGluPho inh, ATG4B inhibitor, SENP7 inh, SENP6 inh, GRIN3A LBD mod, HKDC1 inhibitor
> CCOC(=O)C1CCN(C(=O)COC(=O)c2ccc(Br)o2)CC1
    -0.6, 31, -9, 11, -5, -3, -2, 1
> CC(=O)/C(N=Nc1ccc2c(c1)OCCO2)=C(\C)O
    1.0, 18, -11, -5, 82*, 79*, -4, -10
> O=C(CCCCCN1C(=O)CCC1=O)Nc1ccc2c(c1)OCCO2
    -0.5, 24, -8, 2, -12, -15, 1, -7
> Cc1ccc(/C=N/NC(=O)c2cc(-c3cccnc3)nc3ccccc23)cc1
    -1.0, 10, 1, -8, 4, -2, -9, -2
> Cc1cccc(C(=O)N2CCN(c3ccc([N+](=O)[O-])c(N4CCOCC4)c3)CC2)c1
    0.1, 25, -4, -12, 7, -11, -1, -1
> COc1ccc(S(=O)(=O)Nc2ccc(N3CCOCC3)cc2)cc1[N+](=O)[O-]
    0.6, 17, -1, -2, 4, 1, -2, -8
> Cn1c(=O)c2c(nc(N3CCCCCC3)n2Cc2cccc3ccccc23)n(C)c1=O
    0.7, 28, -7, 9, 14, -11, -3, 10
> CCC(=O)OCCn1c(=O)c2ccccc2c2ccccc2c1=O
    0.6, -2, -9, -3, -3, 13, -1, -3
> O=C(Cn1cc2c(n1)CCCCC2)NC1CCN(Cc2ccccc2)CC1
    -1.1, 19, -6, -4, 2, -9, -2, 0
> S=C(c1ccc[nH]1)N1CCOCC1
    0.3, 19, -3, 4, 3, -1, 0, -1
> COc1ccc(OC)c(S(=O)(=O)NCc2ccc(N3CCN(C)CC3)cc2)c1
    -1.3, -2, -5, -4, -1, -1, 8, 1
> CN1/C(=C\C(=S)NC(=O)c2ccc([N+](=O)[O-])cc2)C(C)(C)c2ccccc21
    1.6, -18, 2, 6, 7, -20, 1, 3
> O=C(O)CC(NC(=O)CCC1CCCCC1)c1cc([N+](=O)[O-])ccc1Cl (stereo unspecified)
    -0.7, 9, 0, 2, 4, -16, 0, -6
> CCOc1ccc(C(=O)NCC(=O)NCCCSc2ccccc2)cc1OCC
    0.2, 1, 13, -2, -2, 1, 1, -8
> CN1CC(=O)N/C1=N\C(=O)Nc1ccc(O)cc1
    0.4, 10, 10, -4, 3, -12, -2, -1
> Cc1ccc(NC(=O)Cc2ncon2)cc1Cl
    9.9, 29, -4, 1, 6, -3, 0, 0
> CC1CCC(C(C)C)C(OC(=O)Cn2c(-c3ccc(Br)cc3)[n+](C)c3ccccc32)C1 (stereo unspecified)
    4.9&8.1, -5&8, -24&2, 20&15, -3, -13, -3&-8, -5&-4
> CC(=O)N1CCN(CC(c2ccccc2)c2ccccc2)CC1
    1.7, 13, 1, 2, 5, 2, 0, 3
> COc1ccccc1CNC(=O)/C=C/c1ccc(S(=O)(=O)NCc2ccco2)cc1
    2.4, 3, 16, 0, -4, -2, -4, 1
> O=C1SC(SC(=Nc2ccccc2)Nc2ccccc2)C(=O)N1c1ccccc1 (stereo unspecified)
    -2.9&-0.1, 10&28, 60*, -7&-4, -3, 1, -8&0, -8&-7

# New compounds follow.
# Below each compound: MPTP block, SENP8 inh, PfGluPho inh, ATG4B inhibitor, SENP7 inh, SENP6 inh, GRIN3A LBD mod, HKDC1 inhibitor
> O=C1NC(c2cccc(Br)c2)=N/C1=C\c1ccco1
    1.9, -52, -4, -6, 7, 1, -1, 11
> O=C(Nc1cccc(Cl)c1Cl)Nn1cnnc1
    0.5, 3, -20, 2, 20, 0, 0, -3
> Cc1cc(C)n2nc(SCc3nnc(SCc4ccccc4C)s3)nc2n1
    11, 22, 7, 3, -9, -28, 0, 53*
> COc1ccc(CNc2n[nH]c(NCc3ccc(OC)c(OC)c3)n2)cc1OC
    -2.5, 8, -22, 4, -3, -4, -1, 1
> CC1CCCCC1NS(=O)(=O)c1ccc(S(=O)(=O)NCc2ccncc2)cc1 (stereo unspecified)
    nt, nt, -24, 2, -2, 11, -3, 9
> CC(=O)c1c(C)[nH]c(C(=O)CN2C(=O)NC(CCc3ccccc3)C2=O)c1C (stereo unspecified)
    -0.6, -1, 3, -15, 2, 4, -2, -1
> CCCCNc1c(-c2ccc(-c3cccc(Cl)c3)cc2)nc2ccccn12
    1.2&3.0, i, 24, 21, -5, 46, -5, 4
> COC(=O)CC1C(=O)NCCN1C(=S)Nc1ccc(F)cc1 (stereo unspecified)
    1.6, 4, -7, 7, 2, 10, -1, -1
> CC(C)(C)OC(=O)N(CCc1ccccc1)Cc1ccccc1OCc1cccc(NC(=O)/C=C/c2ccccc2)c1
    -1.3, 9, 4, -1, nt, nt, 1, 1
> O=C(CNC(=O)c1ccccc1F)OC1CCOC1=O (stereo unspecified)
    -1.0, 8, 10, -5, 8, -11, 2, -4
> O=C(Nc1ccc(F)cc1F)c1cc(Cl)sc1Cl
    0.9, 16, 11, -5, 9, 4, 2, -5
> O=C(COc1ccccc1)NNC(=S)NC(=O)c1ccc(Cl)cc1Cl
    nt, nt, -25, 0, -1, 2, -10, 2
> CSc1ccc(C2=C/C(=C3/SC(=S)NC3=O)c3ccccc3O2)cc1
    16, -91, 12, 0, nt, nt, -5, -5
> CC(=O)c1ccc(OCCCC(=O)NNC(=O)c2ccccn2)cc1
    -1.9, 4, 10, 7, 4, -17, -1, -7
> CCOC(=O)/C(C#N)=N/Nc1ccccc1C#N
    10, 20, -7, -2, -11, -12, 0, -7
> COc1ccc(S(=O)(=O)Nc2ccccc2C(=O)N2CCOCC2)cc1OC
    -1.2, 20, 2, 3, 6, -15, -1, -4
> Cc1ccc(NC(=S)N2CCC(N(C)CC3CCCO3)CC2)c(C)c1 (stereo unspecified)
    1.5, 18, 8, -11, -1, -6, 0, -1
> CN(C)S(=O)(=O)c1cccc(NC(=O)CN2C(=O)NC(CCc3ccccc3)C2=O)c1 (stereo unspecified)
    0.9, 12, 2, -9, 5, 5, -1, 7
> COc1ccc(CNC(=O)CS(=O)Cc2nc(-c3ccc(OC)c(OC)c3)oc2C)cc1 (stereo unspecified)
    -0.6, -7, -19, 1, 4, 5, 1, -4
> Cc1ccc(S(=O)(=O)N2CCCN(C)c3nc4ccccc4nc32)cc1
    1.3, i, -1, -3, -4, -1, -2, -2

# Whole records as entered above.
# CSc1ccc(C2=C/C(=C3/SC(=S)NC3=O)c3ccccc3O2)cc1 reads MPTP block = 16; SENP8 inh = -91; PfGluPho inh = 12; ATG4B inhibitor = 0; SENP7 inh = nt; SENP6 inh = nt; GRIN3A LBD mod = -5; HKDC1 inhibitor = -5
# CCOC(=O)/C(C#N)=N/Nc1ccccc1C#N reads MPTP block = 10; SENP8 inh = 20; PfGluPho inh = -7; ATG4B inhibitor = -2; SENP7 inh = -11; SENP6 inh = -12; GRIN3A LBD mod = 0; HKDC1 inhibitor = -7

# Continuation:
# Below each compound: MPTP block, SENP8 inh, PfGluPho inh, ATG4B inhibitor, SENP7 inh, SENP6 inh, GRIN3A LBD mod, HKDC1 inhibitor
> O=C(N/N=C/c1ccccc1O)C1CC(=O)N(c2ccc(F)cc2)C1 (stereo unspecified)
    -0.1, -203, -20, -2, 2, -14, -2, -13
> COc1ccc(CCNC(=O)CCNC(=O)c2ccco2)cc1OC
    -0.1, 9, -5, -5, -11, -5, -1, -3
> COc1ccccc1CCC(=O)OCC(=O)NC1CCCCC1
    1.4, 3, -11, -9, -1, -6, -2, 0
> CC(=O)N1[C@H](C)C=C[C@]1(Cc1ccccc1)C(=O)O
    -0.5, 20, 1, -6, 6, -11, 0, 0
> Cc1c2ccccc2nc2c(F)c(NCCO)c(F)c(F)c12
    1.4, -7, -17, -9, 2, 2, -8, 6
> COC(=O)c1cc(NC(=O)C2CC(=O)NC(=NCc3ccc(OC)cc3)S2)cc(C(=O)OC)c1 (stereo unspecified)
    -1.1, 6, -18, -10, 5, -13, -2, -2
> Cc1ccc(S(=O)(=O)N2CCOC2CNC(=O)C(=O)NCc2ccco2)cc1 (stereo unspecified)
    -0.2, 6, 2, -7, 4, 0, 0, -3
> Cn1c(CCC(N)=O)nnc1SCC(=O)Nc1ccccc1C(=O)NC1CC1
    -0.5, 9, -6, -56, 3, 3, -1, 1
> O=C(Oc1ccc(OC(=O)C2CCC2)cc1)C1CCC1
    6.2, 23, 18, 1, -6, -4, -1, -5
> COc1ccc(C(=O)NC(=O)N2CCCCC2)cc1
    -1.6, 25, 5, -15, -9, -12, 3, -7
> Cc1nn(C(C)C)c(C)c1CN1CCCC(CCC(=O)NCc2ccccc2F)C1 (stereo unspecified)
    -0.8, 6, -15, 29, -1, -3, -2, -9
> O=C(COC(=O)Cc1ccc(-c2ccccc2)cc1)NCc1ccccc1
    3.6, -4, 28, -10, -3, -11, 4, -10
> Cc1ccc(OCC(=O)Nc2ccc3c(c2)CCC3)c([N+](=O)[O-])n1
    0.3, 24, 3, -8, -4, -3, -3, 5
> CN(C)/C=N/N(C)c1ncccc1[N+](=O)[O-]
    1.1, 21, 1, -5, 4, 0, -1, -6
> O=C(O)c1cc2c(ccc3ccccc32)[nH]1
    -1.2, -44, -33, -6, -1, -10, 1, 2
> CN(C)CCNc1ncnc2c1sc1nc(-c3ccccc3)c3c(c12)CCCC3
    0.3, -252, 20, 6, -1, -4, -5, 9
> NC(=O)COc1ccc(C(=O)/C=C2/C(=O)Nc3ccccc32)cc1
    -0.4, 10, 1, 6, 5, 4, 5, 4
> Cc1cccc(CCNC(=O)C2CCCN(c3ncnc4c3nc3n4CCCCC3)C2)c1 (stereo unspecified)
    -0.6, -1, -3, 0, 0, 0, -4, 0
> CC(=O)Nc1ccc(NC(=O)C(C)OC(=O)CSCc2cccc(Cl)c2)cc1 (stereo unspecified)
    -1.5, 13, -2, 10, 3, 2, -2, 2
> Cc1c(OCC(=O)NCc2cccnc2)ccc2c3c(c(=O)oc12)CCCC3
    -1.0, -134, 11, 0, 7, -4, 0, 5

# Remaining list, next part.
# Below each compound: MPTP block, SENP8 inh, PfGluPho inh, ATG4B inhibitor, SENP7 inh, SENP6 inh, GRIN3A LBD mod, HKDC1 inhibitor
> COc1ccc(C2CC(c3cccs3)=NN2C(=O)CSc2nc(=O)n3cc(C)ccc3n2)cc1 (stereo unspecified)
    -2.0, -68, 1, -4, 6, -1, 3, 1
> Cc1nc2ncnn2c(C)c1CCC(=O)N1CC(C)CC(C)C1 (stereo unspecified)
    0.6, 20, -5, -5, 6, -10, 1, 1
> Nc1c(C(=O)Nc2ccccc2F)sc2nc(Cc3ccccc3)cc(C(F)(F)F)c12
    3.1, -46, -4, 66*, -2, -8, 1, 14
> CCCS(=O)(=O)N1CCCC(C(=O)NCCc2cccc(C)c2)C1 (stereo unspecified)
    -0.3, 10, 2, -3, 4, -18, -2, -2
> N#Cc1ccccc1S(=O)(=O)N1CCN(c2ccc(S(=O)(=O)N3CCOCC3)cn2)CC1
    -0.9, 19, -20, -7, 5, -11, 1, -2
> CC1CCCN(S(=O)(=O)Cc2ccc(Cl)cc2)C1 (stereo unspecified)
    0.9, 2, -1, -2, -10, 3, -3, -7
> Cc1[nH]c2ccccc2c1C(=O)CN1CCCC1
    1.2, -5, 3, -10, -2, 4, -2, -10
> C=Cc1ccc(COC(=O)c2cn(CC)c3nc(C)ccc3c2=O)cc1
    1.8, -2, 2, 40*, -9, 0, -1, 4
> COC(=O)c1ccc(-n2c(C)nc(=O)c(-c3ccccc3)c2C)cc1
    -0.5, 12, -11, 1, 3, 1, -3, -7
> CN(C)P(=NC(=O)COc1ccc(Cl)cc1Cl)(N(C)C)N(C)C
    0.3, 15, -7, 9, -2, -1, 0, 14

# Hits appear at their usual frequency. Share with any hit: about 6.9%.
